NPY2 pot ag = potentiators or agonists of human neuropeptide Y receptor Y2; P49146; cells expressing NPY-Y2, potentiator/agonist read-out; activation, % at 3.6 µM; 0.45% of 220,000 active; AID 1359; in the data active means activation above about 27%;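 further: cells stimulated with NPY near EC25 plus isoproterenol at EC100; 0% = vehicle plus submaximal agonist and 100% = vehicle plus saturating agonist; some results beyond the cut were filed as inactive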
NPY-Y1 PAM-ag = potentiators or agonists of human neuropeptide Y receptor Y1; P25929; NPY-Y1 expressing cells, potentiator/agonist activation; activation, % at 3.6 µM; 0.37% of 220,000 active; AID 1304; in the data active means activation above about 33%, passing the limit was not always enough;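 further: cells stimulated with NPY at EC10 then isoproterenol at EC100; 0% = low agonist plus stimulus and 100% = saturating agonist plus stimulus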
RBBP9 inh = inhibitors of human serine hydrolase RBBP9; 0.2% of 220,000 active; recombinant RBBP9, FP-Rh probe fluorescence polarization; O75884; inhibition, % at 7.94 µM;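 active means inhibition above the campaign mean of all tested compounds plus 3 SD, cut at about 14% in these data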;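 further: plate controls were DMSO wells with RBBP9 for no effect and wells lacking RBBP9 protein for full effect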
Target sequence (O75884 whole entry, looked up): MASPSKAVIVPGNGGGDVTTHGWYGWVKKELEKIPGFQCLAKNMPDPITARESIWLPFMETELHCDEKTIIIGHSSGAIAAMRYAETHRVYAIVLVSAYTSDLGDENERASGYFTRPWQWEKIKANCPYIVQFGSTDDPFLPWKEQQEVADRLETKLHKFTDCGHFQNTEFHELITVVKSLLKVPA
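Test system: recombinant human RBBP9; Timing: 30 min then 45 min, 25 °C; Detection: fluorescence polarization; Control set: RBBP9 with DMSO as uninhibited control, no-protein wells as full inhibition; Compound dosing: one concentration, 7.94 µM nominal, 0.794% DMSO; Probe or stimulus: FP-Rh activity-based probe, 375 nM before mixing.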
Ba/F3 V617F tox = loss of viability in JAK2V617F-driven Ba/F3 cells | Ba/F3 EpoR-JAK2V617F viability, ATP luminescence | inhibition, % at 5.6 µM | 1.1% of 220,000 active;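 active means inhibition above the campaign mean plus 3 SD over all tested compounds, cut at about 24% in these data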;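 further: cytokine-independent growth of Ba/F3 cells driven by EpoR plus mutant JAK2; 0% = DMSO-treated cells and 100% = JAK inhibitor I control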
NPY-Y1 antag = blocks the human neuropeptide Y Y1 receptor; P25929; HEK293-CNG Y1 cells, membrane potential fluorescence; NPY at EC95, then isoproterenol; inhibition, % at 3.6 µM; 1% of 200,000 active;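 active means inhibition above the campaign mean inhibition of all tested compounds plus 3 SD, cut at about 20% in these data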;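 further: 0% = DMSO wells given NPY plus isoproterenol and 100% = isoproterenol alone without NPY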
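Assay system: HEK293 Y1/CNG channel cell line; Doses: single compound dose of 3.6 µM, 0.4% DMSO; Timing: dye 3 h, compound 60 min room temperature, stimulation 45 min; Technique: Membrane-potential fluorescent dye readout; Measure: % inhibition of NPY effect.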
BaF3 tox = reduces parental Ba/F3 cell viability, JAK2V617F counter-screen | AID 1486 | 1.1% of 220,000 active | CellTiter-Glo ATP luminescence | inhibition, % at 5.6 µM;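 active means inhibition above a per-campaign cutoff, the mean inhibition of all tested compounds plus 3 SD, cut at about 27% in these data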;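 further: 0% = DMSO wells and 100% = JAK Inhibitor I control wells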
S1P4 agonist = activates the human S1P4 receptor; AID 1509; activation, % at 4.98 µM; 0.35% of 220,000 active; S1P4-expressing cell line, agonist reporter assay; in the data active means activation above about 11%;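 further: 0% = DMSO vehicle and 100% = reference agonist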
S1P4 antagonist = human S1P4 receptor antagonism. O95977. S1P4-expressing cells, antagonist mode, reporter read-out. inhibition, % at 4.98 µM. 0.26% of 220,000 active. AID 1510; in the data active means inhibition above about 29%;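 further: 0% = wells stimulated with agonist and 100% = vehicle wells without agonist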
Runt-CBFb FRET = blocks binding of human RUNX1 Runt domain to CBFb; Q01196+Q13951; AID 1496; 0.46% of 220,000 active; Cerulean-Runt/Venus-CBFb FRET ratio 530/480, 1 h; inhibition, % at 20 µM;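 active means inhibition over about 50% at 20 µM in the single-dose screen, limit read from the data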;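 further: 0% = DMSO wells and 100% = excess unlabeled CBFb competitor control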
Target sequence (Q01196 whole entry, looked up, the tested form may be a part): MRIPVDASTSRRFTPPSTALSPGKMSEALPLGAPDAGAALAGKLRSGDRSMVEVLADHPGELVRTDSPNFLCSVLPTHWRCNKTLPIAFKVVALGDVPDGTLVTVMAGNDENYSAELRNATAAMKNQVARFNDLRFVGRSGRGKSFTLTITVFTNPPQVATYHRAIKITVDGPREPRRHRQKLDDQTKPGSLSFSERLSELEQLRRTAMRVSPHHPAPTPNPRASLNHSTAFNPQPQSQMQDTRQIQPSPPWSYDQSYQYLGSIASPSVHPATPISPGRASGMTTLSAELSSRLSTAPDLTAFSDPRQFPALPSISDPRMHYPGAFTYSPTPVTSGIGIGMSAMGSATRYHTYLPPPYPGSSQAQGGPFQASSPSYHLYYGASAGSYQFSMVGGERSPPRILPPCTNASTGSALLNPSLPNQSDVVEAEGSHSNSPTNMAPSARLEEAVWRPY
Target sequence (Q13951 whole entry, looked up, the tested form may be a part): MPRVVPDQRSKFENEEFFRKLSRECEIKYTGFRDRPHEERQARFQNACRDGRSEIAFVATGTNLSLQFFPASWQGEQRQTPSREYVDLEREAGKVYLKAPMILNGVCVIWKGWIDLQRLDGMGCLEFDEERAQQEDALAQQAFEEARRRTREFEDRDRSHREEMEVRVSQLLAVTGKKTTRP
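Assay system: Cerulean-Runt domain fusion protein, energy donor; Signal: fluorescence energy transfer, 422 nm excitation, 530/480 nm emission; Timing: 1 h compound exposure, room temperature; Control set: unlabeled CBFb; Medium: Tris buffer pH 7.5 with salts and BSA; Compound: single test concentration of 20 µM, 1% DMSO final; Probe or stimulus: Venus-CBFb 100 nM.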
* = called active by the depositor; · = not tested or not shown. No enrichment for hits, and some 3.6% of all compounds hit somewhere here.

A first look, two compounds:
mol,NPY2 pot ag,NPY-Y1 PAM-ag,RBBP9 inh,Ba/F3 V617F tox,NPY-Y1 antag,BaF3 tox,S1P4 agonist,S1P4 antagonist,Runt-CBFb FRET
Cc1ccc(NC(=S)NNC(=O)C2CC2c2ccc(C)cc2)cc1 (centres undefined),-21.4,-17.5,-9.7,0.6,0.2,2.1,-4.5,3.4,3.5
Cc1ccc(C)c(NS(=O)(=O)c2cc(C(=O)NCc3ccco3)ccc2C)c1,-3.5,6.5,-7.0,3.5,2.2,6.2,-1.5,-1.9,0.8

The listing, from the start:
mol,NPY2 pot ag,NPY-Y1 PAM-ag,RBBP9 inh,Ba/F3 V617F tox,NPY-Y1 antag,BaF3 tox,S1P4 agonist,S1P4 antagonist,Runt-CBFb FRET
Cc1ccc(NC(=S)NNC(=O)C2CC2c2ccc(C)cc2)cc1 (centres undefined),-21.4,-17.5,-9.7,0.6,0.2,2.1,-4.5,3.4,3.5
Cc1ccc(C)c(NS(=O)(=O)c2cc(C(=O)NCc3ccco3)ccc2C)c1,-3.5,6.5,-7.0,3.5,2.2,6.2,-1.5,-1.9,0.8
Cc1ccc(N(CC(=O)Nc2ccc(C)cn2)S(=O)(=O)c2c(C)nn(C)c2C)cc1,-1.3,-1.6,-1.6,1.4,1.4,5.7,-0.7,-0.6,0.6
N/C(=N\OC(=O)Cc1ccccc1)c1cccnc1,-24.8,-2.3,-9.0,2.7,-1.6,3.0,0.2,-5.4,0.3
CCNc1c([N+](=O)[O-])c(=O)oc2ccccc12,4.4,-0.3,6.2,-1.4,0.8,2.7,2.0,-26.9,1.6
Cc1cc(Cl)cc(Cl)c1OCC(=O)NCc1ccco1,0.2,4.1,-7.0,0.5,5.9,1.2,-1.4,-3.7,-1.3
Cc1cc(C)n(-c2nc(NCCCN(C)C)c3c4c(sc3n2)CCCC4)n1,-44.0,-65.8,-8.8,4.5,·,1.4,-0.9,18.5,0.0
CN1CCCN(Cc2nc(-c3cccc(C(F)(F)F)c3)no2)CC1,-18.7,1.6,-1.9,3.9,1.7,5.7,-2.2,0.4,-2.2

Additional compounds:
mol,NPY2 pot ag,NPY-Y1 PAM-ag,RBBP9 inh,Ba/F3 V617F tox,NPY-Y1 antag,BaF3 tox,S1P4 agonist,S1P4 antagonist,Runt-CBFb FRET
CC(=O)C1=C(c2ccccc2)OC(N)=C(C#N)C1c1ccccc1C (centres undefined),12.8,-32.4,-2.5,0.6,0.3,10.1,-0.5,-10.4,1.4
Cc1ccc(C)c(NC(=S)NC(NC(=O)N(C)C)C(Cl)(Cl)Cl)c1 (centres undefined),11.0,-13.9,-7.0,-5.1,2.4,-2.2,2.4,-12.7,1.8
CCc1c(C)c2cc(Cl)c(O)c(CN(C)C)c2oc1=O,-12.7,-23.5,-7.7,3.7,3.4,6.0,4.9,-20.2,92.4*
CC(=O)Nc1nc(C)c(Oc2cccc(C(F)(F)F)c2)c(=O)[nH]1,12.9,5.2,1.0,-2.5,·,0.6,0.8,-1.2,0.0
CC(NC(=O)Cn1nc(-c2ccccc2)ccc1=O)c1ccccc1 (centres undefined),2.8,3.9,4.8,-2.9,·,0.8,-1.2,-14.7,2.6
O=C(NNC(=O)c1ccc(Br)o1)c1ccc(NC(=O)c2ccccc2)cc1,3.9,15.7,-9.7,1.1,-2.0,0.1,-0.1,-4.5,-1.7
CCN(CC)c1ccc(/C=N/Nc2nc3ccccc3[nH]2)cc1,27.9,17.6,-5.6,49.8*,-3.2,-2.0,0.2,36.9*,6.5
Cc1cc2ccccn2c1C(=O)c1ccc(N/N=C/c2ccc(C(=O)O)cc2)c([N+](=O)[O-])c1,-19.6,21.0,-2.8,-5.7,·,-0.3,1.1,-7.9,-17.6

Continuation:
mol,NPY2 pot ag,NPY-Y1 PAM-ag,RBBP9 inh,Ba/F3 V617F tox,NPY-Y1 antag,BaF3 tox,S1P4 agonist,S1P4 antagonist,Runt-CBFb FRET
CC(C)(C)c1ccc(S(=O)(=O)N2CCC(O)(c3ccc(Cl)cc3)CC2)cc1,6.9,20.3,3.4,-0.2,·,-2.5,-1.8,-2.7,-0.3
COc1cc(NC(=S)Nc2ccc(Br)cc2Cl)c(OC)cc1Cl,2.0,-6.7,1.8,-4.2,-0.5,5.2,0.4,-0.3,8.2
Nc1cc(-c2ccc(Br)cc2)nn1Cc1ccccc1,36.1*,30.6,-1.8,-1.2,-4.5,1.0,1.7,-5.3,0.2
CC(NC(N)=O)C12CC3CC(CC(C3)C1)C2 (centres undefined),6.1,12.5,1.2,-3.3,4.8,-1.0,1.7,-9.7,1.7
CC(=O)c1cccc(NC(=O)c2ccc(C(=O)Nc3cccc(C(C)=O)c3)nc2)c1,-2.3,-1.7,-3.6,-2.8,0.5,-2.7,-0.3,1.8,1.4
COc1cc(C(C)=O)ccc1Oc1ncnc2c1cnn2-c1ccccc1,7.4,7.1,-3.4,-1.7,-0.8,5.1,1.1,-8.5,-0.1
Cc1ccc(S(=O)(=O)NCC(=O)NCC(=O)N2CCN(c3ncccn3)CC2)cc1C,-19.0,11.5,-7.9,3.0,·,-0.1,2.1,-10.9,0.5
CC(C)CCn1c(N2CCN(c3cccc(Cl)c3)CC2)nc2c1c(=O)[nH]c(=O)n2C,1.9,5.7,-9.8,-1.9,-2.3,0.5,0.7,-20.0,-6.6

(continued)
mol,NPY2 pot ag,NPY-Y1 PAM-ag,RBBP9 inh,Ba/F3 V617F tox,NPY-Y1 antag,BaF3 tox,S1P4 agonist,S1P4 antagonist,Runt-CBFb FRET
COC(=O)/C=c1/sc2n(c1=O)CCN=2,-2.1,4.3,-5.0,0.6,-1.9,1.9,0.2,-16.0,-0.4
CCN(CC)S(=O)(=O)c1cccc(C(=O)/C=C2/N(C)c3ccccc3C2(C)C)c1,-5.0,8.3,-7.5,-2.5,0.1,5.8,1.7,-9.7,9.4
CCOC(=O)c1c(C)c(C(=O)Nc2ccc3c(c2)OCCO3)c(C)n1CC,-6.0,-10.1,2.0,-1.3,-3.2,6.0,-2.7,8.8,-0.9
O=C(CC1S/C(=N/N=C/c2cccs2)NC1=O)Nc1ccc(Cl)c(Cl)c1 (centres undefined),-10.2,-4.3,-4.7,-2.0,4.5,3.9,2.8,-26.8,4.7
Cn1c(=O)n(CCc2ccccc2)c(=O)c2c1nc1n2CCCN1c1ccccc1,-15.3,9.9,-11.1,-3.1,6.0,3.6,-2.2,-27.0,-1.1
O=C(COc1ccc(Cl)cc1Cl)NN1C(=O)/C(=C\c2ccc(Cl)cc2)SC1=S,11.9,8.4,1.2,-4.1,1.5,2.0,1.7,-3.6,·
COc1ccccc1-n1c(SCC(=O)Nc2cccc(C)c2)nc2c(c1=O)SCC2,-9.1,-6.0,-3.5,-4.6,2.9,1.4,-3.8,-7.6,1.9
COc1ccc(Cc2c(O)nc[nH]c2=O)cc1,-4.0,9.5,-10.2,3.6,-4.5,-1.3,0.8,-8.3,4.8

Next structures
mol,NPY2 pot ag,NPY-Y1 PAM-ag,RBBP9 inh,Ba/F3 V617F tox,NPY-Y1 antag,BaF3 tox,S1P4 agonist,S1P4 antagonist,Runt-CBFb FRET
CCS(=O)(=O)N1CCC(C(=O)Nc2cccc(C(C)=O)c2)CC1,-3.7,-12.1,-14.0,3.1,2.0,3.0,-1.0,-12.6,0.9
COC(=O)COc1cccc2c(=O)n(CC(=O)NCCc3ccccc3)ccc12,8.5,19.4,18.3*,-2.5,-3.0,0.0,0.5,-4.8,-0.1
O=C(CSc1nnnn1-c1ccc(F)cc1)Nc1nc2ccccc2s1,-20.5,-25.0,-5.8,-3.0,11.9,1.7,0.6,-33.2,-3.6
O=C(NC1CCCCC1)C1CCCN(S(=O)(=O)c2cccs2)C1 (centres undefined),6.4,-6.8,-5.8,-0.3,4.8,1.8,2.6,-30.1,-0.8
Cc1nnc2ccc(N3CCC4(CC3)OCCO4)nn12,1.7,12.1,-2.2,2.1,1.1,1.6,1.5,-0.6,-0.9
COc1ccc(N2C(=O)CCC2(C#N)c2ccc(OC)cc2)cc1 (centres undefined),-14.9,-3.5,-9.4,1.3,-3.0,1.9,-0.1,-19.3,-0.1
CC(O)(CS(=O)(=O)Cc1ccccc1)C(=O)Nc1ccc(C(F)(F)F)cc1 (centres undefined),5.9,18.4,-9.2,3.4,0.8,4.3,1.9,-7.7,-5.3
Cc1nc(SCc2ccccc2F)c2cnn(-c3ccccc3)c2n1,4.6,0.5,-2.2,2.1,3.1,6.7,0.2,0.4,-1.9

(more compounds)
mol,NPY2 pot ag,NPY-Y1 PAM-ag,RBBP9 inh,Ba/F3 V617F tox,NPY-Y1 antag,BaF3 tox,S1P4 agonist,S1P4 antagonist,Runt-CBFb FRET
N#Cc1ccc(OCC(=O)N/N=C2\CCc3ccccc32)cc1,-1.0,-0.7,-3.8,-1.9,6.1,2.8,-0.4,5.8,-0.8
CCNC(=S)N1CCN(CC)CC1,4.2,11.0,-2.1,-0.9,-2.6,3.3,0.8,-18.0,0.0
CCCCn1c(=NC(=O)c2cccnc2)c(C(=O)OCC)cc2c(=O)n3ccccc3nc21,13.9,4.6,-11.6,4.5,-2.5,5.1,2.6,-31.0,93.1*
c1n[nH]c(NCc2ccc3c(c2)OCO3)n1,-8.6,-9.0,4.1,0.2,-3.4,0.3,-0.6,-12.5,-1.8
Cc1cccc(NC(=O)c2cc([N+](=O)[O-])ccc2N2CCN(C)CC2)c1,4.2,14.8,-12.8,-0.4,2.6,4.3,0.1,-1.5,-0.4
COC(=O)c1ccc(C2/C(=C(/O)c3ccc(OC)cc3)C(=O)C(=O)N2Cc2ccco2)cc1 (centres undefined),-12.9,19.7,-2.6,-2.5,-1.5,8.8,-0.8,-8.5,·
Cc1cccc(NS(=O)(=O)c2ccc3nc(-c4ccccc4)[nH]c3c2)c1C,-5.8,-6.4,0.3,7.9,-0.7,9.0,-0.8,-8.9,0.2
C#CCOCCOCCOCCNc1nc(N2CCN(C(=O)[C@H]([C@@H](C)CC)n3cc(CCC(=O)O)nn3)CC2)nc(N2CCN(C(=O)[C@H](C)n3cc(CCCN=C(N)N)nn3)CC2)n1,-4.0,-37.4,-7.8,-1.3,-1.6,5.5,0.4,17.1,-0.4
O=C(Cn1c(=O)n(CCC(=O)N2CCc3ccccc3C2)c(=O)c2ccccc21)NCC1CCCO1 (centres undefined),-0.5,-16.6,-3.2,-3.4,-2.4,-2.1,-1.6,8.0,0.3

Compound activity: PubChem BioAssay, several laboratories
